ANO1 activ = TMEM16A chloride channel activators or potentiators, primary screen, cell-based, HTS. B-score at 10 µM. AID 623877, 2012. HEK293 TMEM16A/YFP-H148Q/I152L, iodide quench fluorescence; hits give low values. Anoctamin-1 (Mus musculus), Q8BHY3. 0.3% of 340,000 active;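 active = fluorescence-ratio B-score plate-corrected deviation score at least 3 library SD below zero, with starting fluorescence score within 5 deviations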;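 also: channel opened by trigger with iodide after compound preincubation; score built on the fluorescence ratio of max minus min over baseline; more negative score means more quench and so TMEM16A activation or potentiation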
TRPC4 agonist = activators of mouse TRPC4 channel, primary screen, Fluo4 calcium, HEK293 TRPC4beta/mu-opioid cells; Short transient receptor potential channel 4 (Mus musculus), Q9QUQ5; Fluo4 calcium fluorescence; hits give high values; B-score at 10 µM; 0.49% of 310,000 active;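 active = B-score above 5 SD of library B-scores, and initial fluorescence ratio not above library mean plus 5 SD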;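 also: positive B-score marks a calcium rise read as TRPC4 activation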
Target sequence (Q9QUQ5 whole entry, looked up): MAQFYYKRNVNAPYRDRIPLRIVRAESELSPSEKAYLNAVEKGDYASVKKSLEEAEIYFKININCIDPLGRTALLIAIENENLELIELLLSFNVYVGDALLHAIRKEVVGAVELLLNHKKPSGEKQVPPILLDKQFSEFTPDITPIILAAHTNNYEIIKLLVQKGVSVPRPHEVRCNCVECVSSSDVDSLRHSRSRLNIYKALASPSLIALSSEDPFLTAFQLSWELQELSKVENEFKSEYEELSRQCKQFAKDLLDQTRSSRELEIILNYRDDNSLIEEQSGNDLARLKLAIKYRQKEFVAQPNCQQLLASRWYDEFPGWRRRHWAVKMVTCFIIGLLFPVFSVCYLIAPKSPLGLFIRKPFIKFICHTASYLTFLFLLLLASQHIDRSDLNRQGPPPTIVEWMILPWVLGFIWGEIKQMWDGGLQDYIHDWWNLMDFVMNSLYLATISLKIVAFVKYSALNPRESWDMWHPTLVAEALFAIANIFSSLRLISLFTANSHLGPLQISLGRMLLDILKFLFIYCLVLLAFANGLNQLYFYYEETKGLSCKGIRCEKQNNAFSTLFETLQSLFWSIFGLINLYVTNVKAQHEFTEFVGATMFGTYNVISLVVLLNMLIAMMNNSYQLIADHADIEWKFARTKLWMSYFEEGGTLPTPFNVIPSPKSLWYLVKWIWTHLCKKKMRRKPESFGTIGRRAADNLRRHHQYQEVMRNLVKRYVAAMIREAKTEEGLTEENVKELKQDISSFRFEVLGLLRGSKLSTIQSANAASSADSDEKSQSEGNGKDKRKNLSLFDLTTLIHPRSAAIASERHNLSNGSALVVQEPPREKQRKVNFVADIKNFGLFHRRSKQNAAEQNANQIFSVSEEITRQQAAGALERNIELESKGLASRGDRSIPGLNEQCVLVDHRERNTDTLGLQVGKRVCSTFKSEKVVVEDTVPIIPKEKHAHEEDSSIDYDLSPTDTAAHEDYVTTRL
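system = HEK293 cells stably co-expressing mouse TRPC4beta and mu-opioid receptor | schedule = Fluo4 dye loading 45 min at room temperature, 110 s recording | measure = B-scored integrated calcium fluorescence ratio | signal = Fluo4 calcium-sensitive dye fluorescence, kinetic, 1 Hz baseline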
MrgX1 antag = antagonists of human MrgX1 receptor, primary screen, HEK293 cells, Fluo-4 calcium flux; BAM8-22 antagonism; hits give low values; B-score at 10 µM; Mas-related G-protein coupled receptor member X1 (Homo sapiens), Q96LB2; 1.3% of 310,000 active;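 active = calcium-response B-score plate-corrected more than 3 library SD below zero, starting fluorescence within 5 deviations, no agonist response on first addition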;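 also: peak minus trough fluorescence over baseline after final BAM8-22 challenge near maximal dose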
TRPC4 potent = positive allosteric modulators of TRPC4, primary screen, cell-based, mouse TRPC4beta, HEK293 mu-opioid, Fluo-4 calcium; Short transient receptor potential channel 4 (Mus musculus), Q9QUQ5; DAMGO EC20, Fluo-4 Ca2+ flux; hits give high values; B-score at 10 µM; 0.42% of 310,000 active; AID 2227, 2009;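 active = B-score of calcium response area above 5 SD of library B-scores, with initial fluorescence ratio within 5 SD of library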;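 also: B-score of integrated fluorescence ratio over time as area under calcium response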
ANO1 block = TMEM16A chloride channel inhibitors, primary screen, cell-based, HTS; Anoctamin-1 (Mus musculus), Q8BHY3; HEK293 TMEM16A/YFP iodide influx fluorescence, ionomycin; normalized B-score (activity score, 25-100; higher = stronger inhibition) at 10 µM; 1.2% of 310,000 active;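 active = ratio plate-corrected score three or more library SD toward inhibition, starting fluorescence score within five deviations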;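 also: score derived from kinetic fluorescence span divided by baseline fluorescence per well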
TRPC6 activator = mouse TRPC6 channel activators, primary screen, cell-based, HEK293, membrane potential dye. HEK293-TRPC6 membrane potential dye fluorescence; hits give high values. B-score at 10 µM. 0.13% of 310,000 active. AID 2550, 2010;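 active = B-score of the integrated fluorescence ratio above library mean plus 3 SD, and starting fluorescence ratio within library mean plus 5 SD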;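 also: higher score means more depolarization so channel activation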
TRPC6 inh = mouse TRPC6 channel inhibitors, primary screen, cell-based, HEK293, membrane potential dye; 1.1% of 310,000 active; ACh-evoked depolarization; hits give low values; AID 2553, 2010; B-score at 10 µM; Short transient receptor potential channel 6 (Mus musculus), Q61143;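 active = B-score under library mean minus 3 SD, initial fluorescence not abnormally high, positive integrated signal ratio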;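 also: B-score derived from integrated fluorescence ratio over the kinetic read; more negative B-score means stronger inhibition of depolarization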
SKKanGAS inh = S. pyogenes SKKanGAS growth inhibitors in kanamycin, primary screen, streptokinase expression inhibitor project, SKKanGAS strain, BacTiter-Glo luminescence; 6 h; inhibition, % at 7.5 µM; 1.3% of 300,000 active; AID 1662, 2009;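 active = mean replicate score, as percent of positive control median, at least 50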;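 also: strain carries kanamycin resistance gene driven by streptokinase promoter and grows in 40 µg/ml kanamycin; loss of luminescence reflects streptokinase promoter inhibition or plain growth inhibition; 0% = median of DMSO wells and 100% = positive control at its reference dose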
TRPC4 block = inhibitors of mouse TRPC4 channel, primary screen, Fluo4 calcium, HEK293 TRPC4beta/mu-opioid cells; Short transient receptor potential channel 4 (Mus musculus), Q9QUQ5; DAMGO-evoked Fluo4 calcium flux; hits give low values; B-score at 10 µM; 0.39% of 300,000 active;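 active = B-score over 3 SD under the library average, no early fluorescence shift, positive overall ratio signal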
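Assay system: TRPC4beta/mu-opioid receptor HEK293 cell line; compound dosing: single concentration per test compound; detection: Fluo4 Ca2+ flux fluorescence; evaluation: per-well B score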
MrgX1 ag = agonists of human MrgX1 receptor, primary screen, HEK293 cells, Fluo-4 calcium flux; 0.44% of 310,000 active; B-score at 10 µM; Fluo-4 calcium fluorescence, agonist mode; hits give high values;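 active = calcium response B-score plate-corrected fluorescence ratio at least 3 library SD, with starting fluorescence B-score inside 5 SD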
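Material: HEK293 cells stably expressing human MrgX1 receptor | Quantity: 15,000 cells per well | Times: Cells plated overnight, dye loaded 0.5 h 37 °C, 0.5 h room temperature | Measured by: Kinetic Fluo-4 NW fluorescence of intracellular calcium | Control set: Positive and negative controls per plate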
MrgX1 allo act = positive allosteric modulators of MrgX1, primary screen, HEK293 cells, Fluo-4 calcium flux | Mas-related G-protein coupled receptor member X1 (Homo sapiens), Q96LB2 | B-score at 10 µM | FDSS; hits give high values | 0.63% of 310,000 active;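 active = plate-corrected calcium response at least 3 library SD above typical, normal starting fluorescence, not activating the receptor alone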;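 also: compound read alongside a low EC10 to EC30 dose of BAM8-22 agonist; peak minus trough fluorescence over baseline measured at the second addition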
The depositor's hits bear a star; i = inactive; . = not tested or not shown.

SMILES	ANO1 activ	TRPC4 agonist	MrgX1 antag	TRPC4 potent	ANO1 block	TRPC6 activator	TRPC6 inh	SKKanGAS inh	TRPC4 block	MrgX1 ag	MrgX1 allo act
COc1ccc(OC)c(/C=C/C(=O)OCC(=O)Nc2ccc(Cl)c(S(=O)(=O)N(C)C)c2)c1	i	i	i	i	i	i	i	45	i	i	i
CN(C)S(=O)(=O)c1cc(NC(=O)COC(=O)CCc2ccccc2)ccc1Cl	i	i	i	i	i	i	i	-7	i	i	i
O=C(Nc1ccn(Cc2ccccc2F)n1)c1ccc(COc2cccc(Br)c2)cc1	i	i	i	i	i	i	i	17	i	i	i
CC1CCCC(C)N1C(=O)c1cc(F)c(F)cc1Cl (configuration not stated)	i	i	i	i	i	i	i	1	i	i	i
COc1cc(OC)c(N2CC34C=CC(O3)C(C(=O)O)C4C2=O)cc1Cl (configuration not stated)	i	i	i	i	i	i	i	5	i	i	i
CCc1nnc(NC(=O)/C=C/c2ccco2)s1	i	i	i	i	i	i	i	-7	i	i	i
CC(=O)Nc1ncc(N=Nc2cccc(C(F)(F)F)c2)s1	i	i	i	i	i	i	i	1	i	i	i
O=C(Cc1cccs1)N(c1ccc(Br)cc1)C1C=CS(=O)(=O)C1 (configuration not stated)	i	i	i	i	i	i	i	4	i	i	i
Cc1ccc(S(=O)(=O)N2CN(CC3CCCO3)c3nc4ccccc4nc32)cc1 (configuration not stated)	i	i	i	i	i	i	i	7	i	i	i
COc1cc(C(=O)Nc2ccc(C(C)=O)cc2)c(Br)c(OC)c1OC	i	i	i	i	i	i	i	12	i	i	i
CCc1ccc(-c2nc(CN3CCC(C(=O)NCCc4ccc(OC)c(OC)c4)CC3)c(C)o2)cc1	i	i	i	i	i	i	i	3	i	i	i
Cc1ccc(NC(=O)c2sc3ccccc3c2Cl)nc1	i	i	i	i	i	i	i	-12	i	i	i
CCOc1cc(CN2CCCCCC2)ccc1OC	i	i	i	i	i	i	i	-4	i	i	i
CC(=O)c1ccc(NC(=O)CCNS(=O)(=O)c2cccc3nonc23)cc1	i	i	i	i	i	i	i	-4	i	i	i
O=C(/C=C/c1ccccc1)NCCSCc1ccc(Cl)cc1	i	i	i	i	i	i	i	-16	i	i	i
COc1ccccc1CNC(=O)C1CC2Cn3c(nc4cc(C)c(C)cc43)C2N1C (configuration not stated)	i	i	i	i	i	i	i	-1	i	i	i
CC(C)(C)NS(=O)(=O)c1ccc(NC(=S)NC(=O)C2CC2)cc1	i	i	i	i	i	i	i	0	i	i	i
CCCN(CCC)S(=O)(=O)c1ccc(C(=O)Nc2nc3c(s2)CCc2ccccc2-3)cc1	i	i	-5.2*	i	i	i	i	0	i	i	i
O=C(Nc1ccccc1)Nc1ccc(Oc2cccnc2)nc1	i	i	i	i	i	i	i	-3	i	i	i
CCC(=O)Nc1ccc(Cl)c(NC(=S)NC(=O)COc2ccccc2)c1	i	i	i	i	i	i	i	-30	i	i	i
C/C(=N\OCC(=O)NC12CC3CC(CC(C3)C1)C2)c1cc2ccccc2o1	i	i	i	i	i	i	i	1	i	i	i
O=c1c2ccccc2[nH]c(=S)n1CCCN1CCN(c2ccccc2F)CC1	i	i	i	i	i	i	i	2	i	i	i
CCC(=O)NC(C)C(c1cccs1)N1CCN(Cc2ccccc2)CC1 (configuration not stated)	i	i	i	i	i	i	i	-4	i	i	i
Cc1cc(N2C(=O)C(O)=C(C(=O)c3cc4ccccc4o3)C2c2cccc(Cl)c2)no1 (configuration not stated)	i	i	i	i	i	i	i	83*	i	i	i
COc1cccc(NC2C=CS(=O)(=O)C2)c1 (configuration not stated)	i	i	i	i	i	i	i	0	i	i	i
CCOC(=O)c1ccc(NCc2ccncc2)cc1	i	i	i	i	i	i	i	0	i	i	i
COc1ccccc1N1CCN(CC(=O)c2ccc(F)cc2)CC1	i	i	i	i	i	i	i	3	i	i	i
Cc1cc(OCC(=O)NCCc2cccc(F)c2)c2c(C)cc(=O)oc2c1	i	i	i	i	i	i	i	13	i	i	i
Cc1ccc(S(=O)(=O)NCCSCc2ccco2)cc1	i	i	i	i	i	i	i	-10	i	i	i
COc1ccc(NC(=O)C(CCSC)NC(N)=O)cc1NS(=O)(=O)c1ccc(F)cc1 (configuration not stated)	i	i	i	i	i	i	i	-3	i	i	i
CCOC1(C(F)(F)F)NC(=O)N(Cc2ccc(OC)cc2)C1=O (configuration not stated)	i	i	i	i	i	i	i	-1	i	i	i
COc1ccc(/C=C2/C(=N)N3N=C(CC(=O)N4CCCC4)SC3=NC2=O)cc1OC	i	i	i	i	i	i	i	1	i	i	i
CC(=O)Nc1ccc(N=Cc2c(O)ccc3ccccc23)cc1	i	i	i	i	i	i	i	14	i	i	i
COc1cccc(N2CC(O)=C(c3nc4ccccc4s3)C2=N)c1	i	i	i	i	i	i	i	11	i	i	i
CC(=O)c1c(C)[nH]c(C(=O)CSc2nnc(-c3ccco3)n2Cc2ccccc2)c1C	i	i	i	i	i	i	i	7	i	i	i
Cc1cccc(C)c1NC(=O)C1(N2C(=O)CC2c2ccccc2)CCCCC1 (configuration not stated)	i	i	i	i	i	i	i	-13	i	i	i
O=C(NC12CC3CC(CC(C3)C1)C2)N1CCN(c2ncccn2)CC1	i	i	i	i	i	i	i	1	i	i	i
CCCOc1ccc(/C(O)=C2\C(=O)C(=O)N(c3ccccn3)C2c2ccccc2F)cc1C (configuration not stated)	i	i	i	i	i	i	i	47	i	i	i
O=C(N/N=C/c1ccc(Br)cc1)c1ccc(Br)o1	i	i	i	i	i	i	i	-13	i	i	i
O=C(Cn1cccc1C(=O)c1ccccc1)NCc1cccnc1	i	i	i	i	i	i	i	1	i	i	i

2 entries drawn at random from the list so far:
SMILES	ANO1 activ	TRPC4 agonist	MrgX1 antag	TRPC4 potent	ANO1 block	TRPC6 activator	TRPC6 inh	SKKanGAS inh	TRPC4 block	MrgX1 ag	MrgX1 allo act
CCOc1cc(CN2CCCCCC2)ccc1OC	i	i	i	i	i	i	i	-4	i	i	i
COc1cc(OC)c(N2CC34C=CC(O3)C(C(=O)O)C4C2=O)cc1Cl (configuration not stated)	i	i	i	i	i	i	i	5	i	i	i

Going on with the list:
SMILES	ANO1 activ	TRPC4 agonist	MrgX1 antag	TRPC4 potent	ANO1 block	TRPC6 activator	TRPC6 inh	SKKanGAS inh	TRPC4 block	MrgX1 ag	MrgX1 allo act
COc1ccc(C2NC(=O)NC(C)=C2C(=O)OC2CCC(C)CC2)cc1 (configuration not stated)	i	i	i	i	i	i	i	3	i	i	i
CCOC(=O)C1CCN(S(=O)(=O)c2c(Cl)ccc3nonc23)CC1	i	i	i	i	i	i	i	-10	i	i	i
CCn1cc(C(=O)NCCCN2CCCC2)c(=O)c2cc(S(=O)(=O)N3CCc4ccccc4C3)ccc21	i	i	i	i	i	i	i	2	i	i	i
O=C1CC(c2ccccc2Cl)c2c(sc3c(=O)[nH]c(CCl)nc23)N1 (configuration not stated)	.	i	i	i	i	i	i	-2	i	i	i
CCC(C)NC(=S)NNC(=O)c1ccncc1 (configuration not stated)	i	i	i	i	i	i	i	-5	i	i	i
COc1ccccc1NC(=O)CC(NCc1ccccc1)C(=O)O (configuration not stated)	i	i	i	i	i	i	i	0	i	i	i
CC(C)[C@H](N)C(=O)NC[C@H]1CC[C@H](C(=O)N[C@@H](Cc2ccccc2)C(=O)O)CC1	i	i	i	i	i	i	i	3	i	i	i
CN=C(Nc1cc(C)nn1CCC#N)c1ccccc1F	i	i	i	i	i	i	i	-4	i	i	i
O=C(c1cc2n(n1)C(C(F)(F)F)CC(c1ccc(F)cc1)N2)N1CCCC1 (configuration not stated)	i	i	i	i	i	i	i	9	i	i	i
C[C@H]1CN=C(N(C)C)N1CCCC1CCCCC1	i	.	i	.	i	.	.	.	.	i	i
CCO[C@H]1OC(C(=O)N2CCN(Cc3ccc4c(c3)OCO4)CC2)=C[C@@H](c2csc3ccccc23)[C@@H]1CCCO	i	i	i	i	i	i	i	6	i	i	i
O=C(O)CCC(=O)N1CCN(S(=O)(=O)c2cccs2)CC1	i	i	i	i	i	i	i	-3	i	i	i
O=C(NCc1cccc(Cl)c1)c1ccncc1	i	i	i	i	i	i	i	4	i	i	i
O=C(Cn1c(NCCCO)nc2ccccc21)c1ccc(Cl)cc1Cl	i	i	i	i	i	i	i	7	i	i	i
Cc1cc(/C=C2\C(=N)N3N=C(CC(=O)N4CCOCC4)SC3=NC2=O)c(C)n1-c1ccccc1	i	i	i	i	i	i	i	34	i	i	i
C/C(N)=C(/C#N)C(=O)CSc1nc2ccccc2[nH]1	i	i	i	i	i	i	i	-11	i	i	i
O=[N+]([O-])c1ccc(S(=O)(=O)Nc2ccc(-c3ccc(N4CCOCC4)nn3)cc2)cc1	i	i	i	i	i	i	i	-10	i	i	i
Cc1nc(-c2ccc(-n3nncc3-c3ccco3)cc2)cs1	i	i	i	i	i	i	i	-6	i	i	i
O=C(Nc1ccccc1)Nc1cccc(C(F)(F)F)c1	i	i	-5.2*	i	i	i	i	2	i	i	i
OCC1(CCOc2ccccc2)CCN(Cc2cccn2-c2ncccn2)CC1	i	i	i	i	i	i	i	-5	i	i	i
CCC(C)(C)NC(=O)C(c1ccc(OC)cc1)N(C(=O)CCC(=O)Nc1cc(C)on1)c1cccc(OC)c1 (configuration not stated)	i	i	i	i	i	i	i	2	i	i	i
C/C(=N\N(Cc1ccccc1)c1ccccc1)c1ccncc1	i	i	i	i	i	i	i	13	i	i	i
COc1ccc(OC)c(NC(=O)CN2CCc3ccccc3C2)c1	i	i	i	i	i	i	i	-3	i	i	i
CCOc1ccc(-c2cccc(NC(=O)COc3ccc(Cl)cc3)c2)nn1	i	i	i	i	i	i	i	1	i	i	i

Screening data: PubChem, several laboratories

Compounds were not picked by outcome; about 6.7% have a hit in one of these screens.
